KDM4E inh: qHTS Assay for Inhibitors of Human Jumonji Domain Containing 2E (JMJD2E) | Lysine-specific demethylase 4E (Homo sapiens), B2RXH2 | JMJD2E catalytic domain, FDH-coupled NADH fluorescence (FDH is formaldehyde dehydrogenase) | Potency, µM (top dose mostly 57.1 µM), inactives show at the highest dose activity change, negative = inhibition, usual class: inhibitors | 230,000 compounds, 1.6% hits; active = well fitted inhibition curve with a large enough effect, not every such curve was filed as active; inconclusive = small, poorly fitted or top-dose-only effect, or another doubt; inactive = no such curve, though single readings can be large or run the other way;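 note: 0% = wells with enzyme and -100% = buffer wells without enzyme; nearly all actives have a fitted effect of over 50% in size; many of its hits are not listed in these tables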
Target sequence (B2RXH2 1-337 limits assumed): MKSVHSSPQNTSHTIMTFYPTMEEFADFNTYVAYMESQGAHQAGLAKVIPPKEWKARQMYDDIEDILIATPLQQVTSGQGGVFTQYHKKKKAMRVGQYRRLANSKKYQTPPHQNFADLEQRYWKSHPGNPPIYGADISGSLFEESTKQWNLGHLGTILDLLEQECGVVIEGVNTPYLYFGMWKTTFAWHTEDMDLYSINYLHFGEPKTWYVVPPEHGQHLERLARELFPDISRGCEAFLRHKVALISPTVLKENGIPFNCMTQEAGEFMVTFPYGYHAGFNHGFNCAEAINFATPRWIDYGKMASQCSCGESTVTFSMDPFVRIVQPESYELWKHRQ
KinaseGlo FLuc: Counterscreen for Luciferase (Kinase-Glo TM) Inhibition | 200,000 compounds, 0.28% hits | Kinase-Glo luciferase, ATP luminescence, 8 min | Luciferin 4-monooxygenase (Photuris pensylvanica), Q27757 | Potency, µM (top dose mostly 38.3 µM), for inactives: at the highest dose activity change, negative = inhibition, hits mostly inhibitors; note: % is set by controls: 0 for no effect and ±100 for the full control effect; nearly all actives have a fitted effect of over 60% in size
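Compounds were added to a substrate mix at pH 7.2 (50 mM imidazole, 10 uM ATP, within the enzyme's linear range), followed by Kinase-Glo detection reagent; luminescence was measured after 8 minutes at ambient temperature.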
SMN2 splice up: qHTS Assay for Enhancers of SMN2 Splice Variant Expression; HEK293 SMN2-luciferase splicing reporter, luminescence, 30-36 h; Potency, µM (top dose mostly 46.1 µM), for inactives: at the top dose activity change, positive = activation, hits mostly activators; 210,000 compounds, 2.8% hits; note: % of control where 0% means no effect; nearly all actives have a fitted effect of over 55% in size
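qHTS luciferase splicing reporter: luminescence rises when SMN2 exon 7 is included in transfected HEK293 cells. Compound exposure lasted 30-36 h at 37C, with 4.5 mM final sodium butyrate as control, followed by a ONE-Glo read.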
Tau fibril ThT: qHTS for Inhibitors of Tau Fibril Formation, Thioflavin T Binding. 270,000 compounds, 2.1% hits. Microtubule-associated protein tau (Homo sapiens), P10636. recombinant tau K18 P301L (four-repeat tau fragment), heparin-induced fibrillization, ThT fluorescence. Potency, µM (doses to about 57.4 µM), without a hit: at the highest dose activity, negative = inhibition, actives largely listed as inhibitors; note: % is set by controls: 0 for no effect and ±100 for the full control effect; nearly all actives have a fitted effect of over 55% in size
Target sequence (P10636 561-689 P618L limits assumed): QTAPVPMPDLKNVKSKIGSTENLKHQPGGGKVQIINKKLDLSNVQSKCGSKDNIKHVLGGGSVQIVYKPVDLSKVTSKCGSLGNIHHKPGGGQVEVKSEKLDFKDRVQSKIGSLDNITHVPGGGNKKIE
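Heparin-induced (20 uM) aggregation of recombinant human K18 P301L tau, 15 uM unlabeled with 0.24 uM labeled, pH 7 acetate buffer, 6 hr at 37 C with compound. Fibrils quantified by 30 uM ThT fluorescence after 1 hr ambient incubation.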
LMNA splice mod: qHTS Assay for Modulators of Lamin A Splicing. HeLa LMNA splicing GFP/RFP minigene ratio, 48 h. Potency, µM (titrated, usually from 46.1 µM), inactives show at the highest dose ratio change, negative = inhibition, hits mostly inhibitors. 200,000 compounds, 0.01% hits. AID 1487, 2009; active = well fitted inhibition curve with a large enough effect in the signal ratio, with a control signal flat, not every such curve was filed as active; inconclusive = small, poorly fitted or top-dose-only effect, or effect the other way, or a change in a side signal; the % refers to the signal ratio; note: % is set by controls: 0 for no effect and ±100 for the full control effect
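S3 HeLa cells stably expressing lamin A-EGFP splicing minigene plus DsRed2, 600 cells/well, 48 h compound exposure at 37C. Laser-scanning cytometry; analysed as GFP (500-530 nm)/RFP (575-640 nm) total intensity ratio; 0.5% DMSO vehicle.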
RECQ1 inh: qHTS Assay for Inhibitors of RecQ-Like Dna Helicase 1 (RECQ1). Potency, µM (top dose mostly 57.3 µM), for inactives: top-dose activity, negative = inhibition, usual class: inhibitors. ATP-dependent DNA helicase Q1 (Homo sapiens), P46063. RECQ1 DNA unwinding, red fluorescence kinetic read. AID 2549, 2010. 240,000 compounds, 0.54% hits;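 note: plate controls were vehicle for no effect and no enzyme for full effect; nearly all actives have a fitted effect of over 30% in size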
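RECQ1T1 50 nM; forked duplex (20 bp + 30-nt ss tails) 200 nM, ATP 2 mM final; pH 8.0, 2 mM MgCl2, 2.5 ug/ml poly(dI-dC); 15 min compound preincubation; discontinuous kinetic read over 2 h at RT.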
L3MBTL1 inh: qHTS Assay for the Inhibitors of L3MBTL1 | Potency, µM (titrated, usually from 57.1 µM), for the others: at the top dose activity, negative = inhibition, hits mostly inhibitors | AlphaScreen L3MBTL1–H3K9me1 peptide binding | 230,000 compounds, 0.66% hits | Lethal(3)malignant brain tumor-like protein 1 (Homo sapiens), Q9Y468; note: % is set by controls: 0 for no effect and ±100 for the full control effect; nearly all actives have a fitted effect of over 60% in size
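First, the protein-peptide complex forms for 30 min at room temperature (L3MBTL1 50 nM, biotinylated H3K9me1 peptide 75 nM). Next, compounds are pin-transferred and incubated 30 min. Finally, AlphaScreen beads are added and read after 30 min.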
ALDH1A1 inh: qHTS Assay for Inhibitors of Aldehyde Dehydrogenase 1 (ALDH1A1). AID 1030, 2008. Aldehyde dehydrogenase 1A1 (Homo sapiens), P00352. Purified ALDH1A1, NADH fluorescence, propionaldehyde substrate. 220,000 compounds, 7.3% hits. Potency, µM (highest dose often 75.3 µM), for the others: at the highest dose activity, negative = inhibition, hits mostly inhibitors; active = well fitted inhibition curve with a large enough effect, not every such curve was filed as active; inconclusive = small, poorly fitted or top-dose-only effect, or another doubt; inactive = no such curve, though single readings can be large or run the other way;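 note: plate controls were no enzyme wells and a reference inhibitor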
Target sequence (P00352 whole entry, looked up): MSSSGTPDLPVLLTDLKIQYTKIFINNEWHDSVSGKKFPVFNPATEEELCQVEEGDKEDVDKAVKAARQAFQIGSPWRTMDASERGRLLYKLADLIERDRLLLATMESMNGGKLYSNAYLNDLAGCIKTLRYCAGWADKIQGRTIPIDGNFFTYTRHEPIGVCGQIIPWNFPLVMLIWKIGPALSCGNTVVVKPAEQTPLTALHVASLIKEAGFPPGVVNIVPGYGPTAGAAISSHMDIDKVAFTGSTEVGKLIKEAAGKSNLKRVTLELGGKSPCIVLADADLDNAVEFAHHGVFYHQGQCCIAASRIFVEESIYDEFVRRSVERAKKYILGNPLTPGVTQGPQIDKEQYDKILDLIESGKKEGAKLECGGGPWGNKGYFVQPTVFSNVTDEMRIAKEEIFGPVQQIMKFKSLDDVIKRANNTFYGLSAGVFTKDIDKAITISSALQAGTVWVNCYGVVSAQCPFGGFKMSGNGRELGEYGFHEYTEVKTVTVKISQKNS
* hit, by the source's call; i = inactive; ? = inconclusive; nt = not tested or not shown; & = joins results of further samples; [ ] = dose if it differs, or a comment. Unless noted, calls come from the whole dose curve; as a rule, active = well fitted curve in the direction sought with a large enough effect; inconclusive = small, poorly fitted or top-dose-only effect, or another doubt; inactive = no such curve, though single readings can be large; an effect the other way counts as inactive or inconclusive. Potency is the fitted concentration of half-maximal effect. An excerpt; rates above refer to the full screens.

SMILES	KDM4E inh	KinaseGlo FLuc	SMN2 splice up	Tau fibril ThT	LMNA splice mod	RECQ1 inh	L3MBTL1 inh	ALDH1A1 inh
COc1ccccc1C(=O)NNC(=S)NC(=O)c1sc2ccccc2c1Cl	4%	-4%	-1%[1.84 µM]	7.1µM*	-11%	-6%	12%	-11%
O=C(NCc1ccccc1)c1ccc(=O)oc1	-7%	nt	nt	0%	nt	-12%	-16%	nt
O=C(Nc1ccccc1N1CCN(C(=O)c2ccccc2)CC1)c1cc2ccccc2o1	-15%	-1%	?	-7%	17%	-14%	2%	-3%
Cc1ccc(NC(=O)CCc2c(C)nc3ncnn3c2C)nc1	-2%	3%	-6%	13%	7%	-8%	5%	-2%
CCN(CC)C(=O)c1csc(Nc2ccc(C)cc2)n1	-1%	nt	nt	?	-2%	-5%	-5%	3%
O=C(c1ccc(Cl)c([N+](=O)[O-])c1)N(Cc1ccc(Cl)cc1)C1CCS(=O)(=O)C1 (configuration not stated)	4%	3%	5%	-1%	10%	-1%	-2%	7%
O=C(CNC(=S)N(Cc1ccccc1Cl)C1CCCC1)NCCCN1CCOCC1	3%	0%	-10%	3%	-16%[46 µM]	-14%	11%	?
C=CCN=c1sc(C(=O)OC)cc(=O)n1CC=C	2%	-3%	-8%	-5%	-11%	-2%	-5%	?
Cc1[nH]c(=O)[nH]c(=O)c1S(=O)(=O)N1CCC(C(=O)N2CCN(Cc3ccccc3)CC2)CC1	1%	-2%	23%	-3%	2%	-1%	nt	?
c1ccc(COc2ccc(OCCN3CCCCC3)cc2)cc1	10%	-10%	21%	21%	-10%	-1%	-12%	9%
O=C1/C(=C/c2cccs2)COc2ccccc21	3%	?	-2%	?	-9%	-5%	2%	-8%
COc1ccc(O)c(C(=O)c2cnc3c(c2)CN(C)C(=O)N3)c1	?	-5%	-2%	?	-19%[9.22 µM]	-6%	-8%	?
N#CCCS(=O)(=O)c1nnnn1-c1ccccc1	-2%	-4%	7%	?	?	3%	5%	0.45µM*
C#CC[N+](C)(C)CCCCCCCCC	-5%	0%	-31%[inhibitor]	-5%	?	-8%	26%	-2%
O=C(NNC1CC(=O)N(c2cccc(Cl)c2)C1=O)c1cccs1 (configuration not stated)	2%	-1%	25%	2%	-5%	-3%	-3%	?
N#Cc1ccc(OCc2noc(-c3ccsc3)n2)cc1	0%	nt	nt	-11%	nt	-8%	-1%	?
Cc1ccc(Nc2nc(N)nc(CSc3nccn3C)n2)c(C)c1	0%	0%	90%	-2%	7%	-7%	-21%[11.4 µM]	15%
CCOc1ccc(NC(=O)C2CC(=O)N(CC)C(=Nc3ccc4c(c3)OCO4)S2)cc1 (configuration not stated)	1%	1%	-28%	-2%	9%	-5%	-8%	?
CCOC(=O)c1ccccc1NC(=O)COC	?	2%	-6%	-9%	-1%	-18%	10%	-4%
NC(=S)Nc1ncc(C(F)(F)F)cc1Cl	-6%	0%	0%	-10%	9%[46 µM]	i	-6%	-9%

Structures above that contain nitrogen in an aromatic ring:
SMILES	KDM4E inh	KinaseGlo FLuc	SMN2 splice up	Tau fibril ThT	LMNA splice mod	RECQ1 inh	L3MBTL1 inh	ALDH1A1 inh
Cc1ccc(NC(=O)CCc2c(C)nc3ncnn3c2C)nc1	-2%	3%	-6%	13%	7%	-8%	5%	-2%
CCN(CC)C(=O)c1csc(Nc2ccc(C)cc2)n1	-1%	nt	nt	?	-2%	-5%	-5%	3%
C=CCN=c1sc(C(=O)OC)cc(=O)n1CC=C	2%	-3%	-8%	-5%	-11%	-2%	-5%	?
Cc1[nH]c(=O)[nH]c(=O)c1S(=O)(=O)N1CCC(C(=O)N2CCN(Cc3ccccc3)CC2)CC1	1%	-2%	23%	-3%	2%	-1%	nt	?
COc1ccc(O)c(C(=O)c2cnc3c(c2)CN(C)C(=O)N3)c1	?	-5%	-2%	?	-19%[9.22 µM]	-6%	-8%	?
N#CCCS(=O)(=O)c1nnnn1-c1ccccc1	-2%	-4%	7%	?	?	3%	5%	0.45µM*
N#Cc1ccc(OCc2noc(-c3ccsc3)n2)cc1	0%	nt	nt	-11%	nt	-8%	-1%	?
Cc1ccc(Nc2nc(N)nc(CSc3nccn3C)n2)c(C)c1	0%	0%	90%	-2%	7%	-7%	-21%[11.4 µM]	15%
NC(=S)Nc1ncc(C(F)(F)F)cc1Cl	-6%	0%	0%	-10%	9%[46 µM]	i	-6%	-9%

Additional entries.
SMILES	KDM4E inh	KinaseGlo FLuc	SMN2 splice up	Tau fibril ThT	LMNA splice mod	RECQ1 inh	L3MBTL1 inh	ALDH1A1 inh
CCC(=O)c1cc(F)c(N2CCN(S(=O)(=O)c3ccccc3)CC2)cc1C	-5%	4%	-13%	-19%	?	-11%	nt	-2%
CCCN(CCC)C1=CC(=[N+]2CCCC2)CC(C)(C)C1	5%	-2%	-56%[inhibitor]	5%	?	-8%	-14%	3%
CCOc1ccc(CC(=O)NNC(=O)NC2CCCCC2)cc1	1%	1%	2%	-1%	?	-3%	3%	7%
C#CC(CO)N(CCN(Cc1ccccc1)C(C#C)CO)Cc1ccccc1 (configuration not stated)	-6%	3%	20%	-17%	0%	i	nt	-2%
CCOC(=O)C1CCCN(C(=O)CSc2ccc(NC(C)=O)cc2)C1 (configuration not stated)	1%	-1%	1%	-8%	9%[9.22 µM]	-3%	8%	-13%
CSCCC(NC(N)=O)C(=O)NCC1CCCCC1 (configuration not stated)	-2%	5%	7%	-3%	7%	2%	nt	-3%
Nc1nc(Cl)cc(N2CCOCC2)n1	0%	2%	-9%	?	-1%	-6%	7%	10%
CCOC(=O)C1(Cc2ccc(OC)cc2)CCN(C(=O)Cn2cnnn2)CC1	3%	nt	nt	-6%	nt	-11%	-2%	-1%
COCC(C)n1c(SCc2ccc(C(=O)OC)o2)nc2ccccc2c1=O (configuration not stated)	-25%	2%	-8%	-20%	-13%	-9%	nt	?
C/C(=N\NC(=S)NCc1ccccc1)c1ccc(C#N)cc1	5%	-1%	9%	-4%	nt	-16%	nt	3%
COc1ccc([N+](=O)[O-])cc1NC(=O)Cc1ccc(C)cc1	-1%	0%	-15%	7%	?	-10%	-3%	-10%
COc1ccc(N2C(=O)CC(NNC(=O)c3ccc(Br)s3)C2=O)cc1 (configuration not stated)	-10%	1%	-1%	?	-6%[46 µM]	-1%	1%[11.4 µM]	4%
Cc1ccc(C(=O)NCC(=O)OC(C)C(=O)Nc2ccc(N(C)C)cc2)cc1C (configuration not stated)	-20%	2%	7%	?	?	-6%	nt	?
CCOC(=O)/C(C(N)=NC(C)C)=C(\O)c1ccccc1	-3%	1%	5%	-3%	-6%	1%	-5%	6%
CCN(c1ccc(F)cc1)S(=O)(=O)c1ccc2[nH]cc(C(=O)NCCCN3CCOCC3)c(=O)c2c1	?	nt	nt	-15%	nt	i	nt	?
CC[n+]1c(C)sc2cc(C)ccc21	?	-6%	5%	?	?	-3%	0%	-1%
Cc1cc(C)cc(N(C(=O)CNC(=O)c2ccco2)C(C(=O)NC2CCCC2)c2cccnc2)c1 (configuration not stated)	5%	0%	9%	6%	9%	i	0%	3%
O=C1Nc2c(c(=O)[nH]c(=O)n2-c2ccccc2F)C(C(F)(F)F)(C(F)(F)F)N1	8%	0%	-1%	-4%	-8%	-1%	10%	7%
O=c1cnc2cnc(Oc3cccc(Cl)c3)nc2n1Cc1ccc(F)cc1	nt	-5%	-22%	nt	nt	i	nt	-2%
COc1cc2c(cc1OC)CN(C(=O)CC1CC3CCC1C3)CC2 (configuration not stated)	?	-2%	4%	-13%	?	-5%	0%	-6%
Cc1ccc(N2CCN(C(=O)CN3C(=O)c4ccccc4C3=O)CC2)cc1	2%	-3%	24%	-9%	2%	11%	nt	-5%
COc1ccc(N2CCN(C(=O)C3CCN(S(=O)(=O)c4cccs4)CC3)CC2)cc1	2%	3%	-33%&-19%[inhibitor]	?	4%[46 µM]	0%	nt	-1%
O=C(Nc1cccc2c1CCCC2)C1CCCN(S(=O)(=O)c2cccc3nonc23)C1 (configuration not stated)	0%	-3%	19%	-5%	4%	-2%	nt	-1%
O=C(CCn1c(=S)oc2ccccc21)N1CCCCC1	-2%	1%	4%	-10%	nt	-2%	15%	-6%
COC(=O)N1CCN(c2ccc(C(C)=O)cc2)CC1	-13%	1%	nt	?	3%	-6%	nt	?
O=C(CCn1nnc2ccccc21)Nc1nnc(COc2ccc(F)cc2)s1	-4%	-4%	-16%	-3%	1%	-3%	2%	2%
COc1ccc(-n2nnnc2SCC(=O)Nc2ccc3c(c2)OCCO3)cc1OC	3%	22%	9%	-19%	?	i	nt	-8%
COc1ccc(N(C(=O)c2ccco2)C(C(=O)NC2CCCC2)c2ccc(N(C)C)cc2)cc1 (configuration not stated)	-2%	1%	8%	-18%	4%	-11%	nt	2.5µM*
CCNC(=S)N1C2CCC1CC(NC(=O)Nc1ccc(C(=O)OCC)cc1)C2 (configuration not stated)	-8%	1%	8%	-5%	3%[9.22 µM]	-7%	25%	7%
COc1ccc(N2C(=O)C(Cl)=C(N3CCCC(C)C3)C2=O)cc1 (configuration not stated)	-2%	-7%	-4%	16µM*	2%	7%	nt	-15%

Screens (PubChem BioAssay)
